TNF necrop inh = TNF-alpha cell death inhibition in Jurkat FADD-/- cells; Jurkat FADD-/- TNF necroptosis rescue, ATP luminescence, 24 h; 0 = TNF only, 100 = no-TNF cells; activation (protection from cell death), % at 10 µM; 220,000 tested, 0.068% active;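 active = activation, meaning protection from cell death, of at least 50% relative to plate controls; inactive = activation below 50%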;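 note: necroptosis triggered by 40 ng/mL TNF-alpha added together with compound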
PPC-1+TRAIL kill = PPC-1 cancer cell killing with TRAIL present; cell killing (% activity), % at 4 µM; 220,000 tested, 0.41% active; PPC-1 cells + TRAIL, ATPLite viability luminescence;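 active = cell killing above 50% in the first pass at 4 µM, then a duplicate retest at 5 µM averaging 50% or more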;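 note: plate controls were cells with TRAIL plus DMSO for no effect and medium-only wells lacking cells for full effect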
RBBP9 inh = blocks human serine hydrolase RBBP9. O75884. recombinant RBBP9, FP-Rh probe fluorescence polarization. inhibition, % at 7.94 µM. 220,000 tested, 0.2% active. AID 1515;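 active = inhibition above the campaign mean of all tested compounds plus 3 SD, cut at about 14% in these data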;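 note: plate controls were DMSO wells with RBBP9 for no effect and wells lacking RBBP9 protein for full effect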
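Test system: recombinant human RBBP9. Quantity: 2.5 µM RBBP9 dispensing solution, before mixing. Detection: FP readout at 525/598 nm. Reagent: Serine-hydrolase probe FP-Rh, 375 nM pre-mixing. Measure: % inhibition. Control set: DMSO-treated enzyme wells and wells lacking RBBP9. Buffer or medium: Tris-NaCl-Pluronic buffer, pH 8.0. Times: preincubation 30 min plus labeling 45 min at 25 °C.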
CHOP inhibitor = CHOP inhibition in unfolded protein response; 220,000 tested, 3.8% active; inhibition, % at 10 µM; AID 2732; CHO-K1 CHOP-promoter luciferase, tunicamycin-induced, 15-18 h;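 active = compounds that reduced the stress-induced luciferase reporter signal by more than about 70% of percent inhibition, limit read from the data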;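 note: 0% = tunicamycin plus vehicle and 100% = wells without tunicamycin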
TRPN1 ag = agonists of zebrafish TRPN1 channel. HEK293 zebrafish TRPN1-YFP, Fluo-8 calcium fluorescence; 100% = response to 87 µM carbachol. activation, % at 3 µM. 220,000 tested, 0.18% active. AID 1424;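 active = activation above its plate's cutoff, the mean activation of test wells on that plate plus 3 SD, cut at about 19% in these data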;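 note: 0% = DMSO alone and 100% = 87 µM carbachol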
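Control set: carbachol 87 µM as high control, DMSO as low control; system: HEK293 stable line with zebrafish TRPN1-YFP; read-out: % activation versus carbachol response; detection: intracellular calcium fluorescence with Fluo-8; doses: single test compound dose, 3 µM nominal, 0.3% DMSO; schedule: dye 1 h 37 °C plus 30 min RT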
Wee1 degr inh = human Wee1 degradation inhibition, primary screen; P30291; HeLa Luc-Wee1K328M stability, luciferase luminescence; 100% = proteasome inhibitor MG132 effect; reporter increase, % at 5 µM; 220,000 tested, 1.2% active;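 active = activation above the mean of all tested compounds plus 3 SD, set per screening run, cut at about 8.8% in these data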;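 note: cells exposed to compound for 20 h before luminescence read; 0% = DMSO alone and 100% = MG132 at 30 µM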
TRPML3 agonist = agonists of human TRPML3 channel. HEK293 TRPML3-YFP, Fluo-8 calcium fluorescence; 100% = the carbachol control signal. activation, % at 3 µM. 220,000 tested, 0.29% active. Q8TDD5. AID 1448;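 active = activation above its plate's cutoff, the mean activation of the plate's test wells plus 3 SD, cut at about 12% in these data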;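 note: 0% = DMSO only wells and 100% = carbachol wells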
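Material: TRPML3-YFP stable HEK293 cells | Dosing: One concentration, 3 µM nominal, 0.3% DMSO | Timing: 125 s total fluorescence read per well | Technique: Fluo-8 calcium dye fluorescence, ex 470-495, em 515-575 nm | Measure: Percent activation from peak-to-basal fluorescence ratio, scaled between DMSO and carbachol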
BaF3 tox = parental Ba/F3 viability inhibition as JAK2V617F counter-screen. CellTiter-Glo ATP luminescence. AID 1486. inhibition, % at 5.6 µM. 220,000 tested, 1.1% active;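 active = inhibition above a per-campaign cutoff, the mean inhibition of all tested compounds plus 3 SD, cut at about 27% in these data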;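 note: 0% = DMSO wells and 100% = JAK Inhibitor I control wells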
Ba/F3 V617F tox = loss of viability in JAK2V617F-driven Ba/F3 cells | Ba/F3 EpoR-JAK2V617F viability, ATP luminescence | 220,000 tested, 1.1% active | AID 1446 | inhibition, % at 5.6 µM;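 active = inhibition above the campaign mean plus 3 SD over all tested compounds, cut at about 24% in these data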;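 note: cytokine-independent growth of Ba/F3 cells driven by EpoR plus mutant JAK2; 0% = DMSO-treated cells and 100% = JAK inhibitor I control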
Starred values were filed as active, the others as inactive. Outcome played no part in choosing rows; 6.8% or so of the library scored in one or more.

Start of the listing, in advance, 2 compounds:
Results for CCOc1cccc2c1OC1(C)CC2NC(=O)N1c1cccc(F)c1 (configuration not stated) ?
TNF necrop inh: 0.0; PPC-1+TRAIL kill: 0; RBBP9 inh: -11; CHOP inhibitor: 13; TRPN1 ag: 1.2; Wee1 degr inh: 1; TRPML3 agonist: -0.1; BaF3 tox: 4; Ba/F3 V617F tox: -2

How did O=C(CSc1nc(N2CCCCC2)nc(N2CCCCC2)n1)NC1CCCCC1 do in these assays?
TNF necrop inh: -1.3; RBBP9 inh: 0; TRPN1 ag: 1.0; Wee1 degr inh: 0; TRPML3 agonist: 0.6; BaF3 tox: 0; Ba/F3 V617F tox: -2

All compounds of this part (from the top)
Results for CCOc1cccc2c1OC1(C)CC2NC(=O)N1c1cccc(F)c1 (configuration not stated) ?
TNF necrop inh: 0.0; PPC-1+TRAIL kill: 0; RBBP9 inh: -11; CHOP inhibitor: 13; TRPN1 ag: 1.2; Wee1 degr inh: 1; TRPML3 agonist: -0.1; BaF3 tox: 4; Ba/F3 V617F tox: -2

How did O=C(CSc1nc(N2CCCCC2)nc(N2CCCCC2)n1)NC1CCCCC1 do in these assays?
TNF necrop inh: -1.3; RBBP9 inh: 0; TRPN1 ag: 1.0; Wee1 degr inh: 0; TRPML3 agonist: 0.6; BaF3 tox: 0; Ba/F3 V617F tox: -2

How did Cc1nc(NC(=S)NC(=O)c2ccccc2)sc1C(=O)N(C)C do in these assays?
TNF necrop inh: -0.7; PPC-1+TRAIL kill: 3; RBBP9 inh: -4; CHOP inhibitor: -23; TRPN1 ag: 0.1; Wee1 degr inh: 2; TRPML3 agonist: -0.1; BaF3 tox: 1; Ba/F3 V617F tox: -5

How did COCCn1c(SCC(=O)Nc2sccc2C(N)=O)nc2cc(Cl)ccc2c1=O do in these assays?
TNF necrop inh: 2.0; PPC-1+TRAIL kill: 12; RBBP9 inh: -9; CHOP inhibitor: 41; TRPN1 ag: 3.9; Wee1 degr inh: -2; TRPML3 agonist: -0.6; BaF3 tox: 6; Ba/F3 V617F tox: 0

Results for CCn1c(CSc2nc3ccccc3s2)nnc1SCC(=O)c1ccc(Cl)cc1 ?
TNF necrop inh: -3.4; PPC-1+TRAIL kill: -5; RBBP9 inh: -11; CHOP inhibitor: -2; TRPN1 ag: -1.0; Wee1 degr inh: -2; TRPML3 agonist: 0.9; BaF3 tox: 3; Ba/F3 V617F tox: 0

Results for Cc1ccc2c(c1)c(Sc1ccccc1)c(CC(=O)O)n2C ?
TNF necrop inh: 1.4; PPC-1+TRAIL kill: 29; RBBP9 inh: -9; CHOP inhibitor: 35; TRPN1 ag: -0.5; Wee1 degr inh: 7; TRPML3 agonist: 0.4; BaF3 tox: 3; Ba/F3 V617F tox: 1

How did CCc1nc2oc3ccccc3c(=O)c2c(=O)n1CCOC do in these assays?
TNF necrop inh: 0.2; PPC-1+TRAIL kill: 10; RBBP9 inh: -11; CHOP inhibitor: -12; TRPN1 ag: 1.4; Wee1 degr inh: -2; TRPML3 agonist: 0.5; BaF3 tox: 4; Ba/F3 V617F tox: 0

Results for CN(C)S(=O)(=O)c1ccc(N2CCCC2)c(C(=O)Nc2nc(-c3ccc(F)c(F)c3)cs2)c1 ?
TNF necrop inh: 2.0; PPC-1+TRAIL kill: 10; RBBP9 inh: 2; CHOP inhibitor: 0; TRPN1 ag: 2.2; Wee1 degr inh: -1; TRPML3 agonist: 0.5; BaF3 tox: 4; Ba/F3 V617F tox: -2

Results for COc1ccc(/C=N/n2cc(-c3ccc(OC)cc3)nc2N)cc1 ?
TNF necrop inh: -1.7; PPC-1+TRAIL kill: 5; RBBP9 inh: -3; CHOP inhibitor: 70*; TRPN1 ag: 1.6; Wee1 degr inh: -2; TRPML3 agonist: 1.0; BaF3 tox: 5; Ba/F3 V617F tox: 1

Results for O=C(Nc1ccccc1)C1=C[C@@H](c2coc3ccccc3c2=O)C[C@@H](OCCCCO)O1 ?
TNF necrop inh: 2.6; PPC-1+TRAIL kill: 5; RBBP9 inh: 0; CHOP inhibitor: 33; TRPN1 ag: 0.3; Wee1 degr inh: 2; TRPML3 agonist: 0.1; BaF3 tox: -1; Ba/F3 V617F tox: 0

What do the screens show for `O=S(=O)(c1ccc(N2CCOCC2)nc1)N1CCOCC1`?
TNF necrop inh: -0.6; PPC-1+TRAIL kill: 19; RBBP9 inh: -9; CHOP inhibitor: 7; TRPN1 ag: 1.0; Wee1 degr inh: 0; TRPML3 agonist: 0.4; BaF3 tox: 2; Ba/F3 V617F tox: -3

What do the screens show for `Cc1cc(C)c(C#N)c(SCC(=O)Nc2nnc(-c3ccccc3)s2)n1`?
TNF necrop inh: 1.1; PPC-1+TRAIL kill: -9; RBBP9 inh: -4; CHOP inhibitor: 18; TRPN1 ag: 1.1; Wee1 degr inh: 1; TRPML3 agonist: 0.8; BaF3 tox: 5; Ba/F3 V617F tox: 0

What do the screens show for `CCN(CC)CC(=O)N1c2ccccc2Sc2ccc(Cl)cc21`?
TNF necrop inh: 1.6; PPC-1+TRAIL kill: -5; RBBP9 inh: -4; CHOP inhibitor: 17; TRPN1 ag: -1.4; Wee1 degr inh: 0; TRPML3 agonist: 0.6; BaF3 tox: -1; Ba/F3 V617F tox: -4

How did CCN(CC)c1nc(N)c2c(N)nc3c(c2c1C#N)CC(c1ccccc1)O3 (configuration not stated) do in these assays?
TNF necrop inh: -6.8; PPC-1+TRAIL kill: 16; RBBP9 inh: -1; CHOP inhibitor: 33; TRPN1 ag: -0.8; Wee1 degr inh: 0; TRPML3 agonist: -0.5; BaF3 tox: 11; Ba/F3 V617F tox: 7

How did Cc1c(NC(=O)CSc2nnc(C(C)Oc3ccc(Cl)cc3)n2-c2ccccc2)c(=O)n(-c2ccccc2)n1C (configuration not stated) do in these assays?
TNF necrop inh: -5.0; PPC-1+TRAIL kill: 17; RBBP9 inh: -8; CHOP inhibitor: 32; TRPN1 ag: -1.3; Wee1 degr inh: 0; TRPML3 agonist: -0.5; BaF3 tox: 8; Ba/F3 V617F tox: 5

How did CC(=O)CS(=O)(=O)c1ccc(Oc2ccc(S(=O)(=O)CC(C)=O)cc2)cc1 do in these assays?
TNF necrop inh: -1.2; PPC-1+TRAIL kill: 1; RBBP9 inh: -2; CHOP inhibitor: 15; TRPN1 ag: 2.5; Wee1 degr inh: 1; TRPML3 agonist: 1.7; BaF3 tox: 3; Ba/F3 V617F tox: -5

How did CN(CCOC(=O)c1ccccc1)Cc1ccccc1 do in these assays?
TNF necrop inh: 1.6; PPC-1+TRAIL kill: 1; RBBP9 inh: -5; CHOP inhibitor: 44; TRPN1 ag: -0.9; Wee1 degr inh: 3; TRPML3 agonist: 0.4; BaF3 tox: 1; Ba/F3 V617F tox: -3

How did O=C(c1ccc2ccccc2c1)C1CCCN(C(=O)c2cnccn2)C1 (configuration not stated) do in these assays?
TNF necrop inh: 2.1; PPC-1+TRAIL kill: 23; RBBP9 inh: -5; CHOP inhibitor: 2; TRPN1 ag: 1.9; Wee1 degr inh: 1; TRPML3 agonist: 0.4; BaF3 tox: 4; Ba/F3 V617F tox: 0

Results for CC(OC(=O)CCN1C(=O)c2cccc([N+](=O)[O-])c2C1=O)C(=O)Nc1cc(Cl)cc(Cl)c1 (configuration not stated) ?
TNF necrop inh: 1.4; PPC-1+TRAIL kill: 15; RBBP9 inh: -8; CHOP inhibitor: 82*; TRPN1 ag: -1.2; Wee1 degr inh: -2; TRPML3 agonist: 0.5; BaF3 tox: 5; Ba/F3 V617F tox: -1

What do the screens show for `CCOc1cc2[nH]c(=O)n(CCCCC(=O)N3CCCCCC3)c(=O)c2cc1OCC`?
TNF necrop inh: 1.1; PPC-1+TRAIL kill: 7; RBBP9 inh: -3; CHOP inhibitor: 16; TRPN1 ag: -0.6; Wee1 degr inh: -2; TRPML3 agonist: -0.6; BaF3 tox: 1; Ba/F3 V617F tox: -4

How did O=C(NCCO)c1nc(NCCO)c2ccccc2n1 do in these assays?
TNF necrop inh: -0.9; PPC-1+TRAIL kill: 16; RBBP9 inh: -10; CHOP inhibitor: -9; TRPN1 ag: 0.4; Wee1 degr inh: -4; TRPML3 agonist: 0.2; BaF3 tox: 1; Ba/F3 V617F tox: 0

What do the screens show for `CC(C)Nc1nc2nonc2nc1Nc1ccccc1`?
TNF necrop inh: 4.4; PPC-1+TRAIL kill: 6; RBBP9 inh: -13; CHOP inhibitor: 17; TRPN1 ag: 9.2; Wee1 degr inh: 2; TRPML3 agonist: 7.4; BaF3 tox: -5; Ba/F3 V617F tox: -4

How did O=C(CCC(=O)N(CC(=O)NC1CCCCC1)c1ccc2c(c1)OCO2)Nc1ccccn1 do in these assays?
TNF necrop inh: -4.1; PPC-1+TRAIL kill: 10; RBBP9 inh: 0; CHOP inhibitor: 24; TRPN1 ag: 2.3; Wee1 degr inh: 0; TRPML3 agonist: 0.3; BaF3 tox: 4; Ba/F3 V617F tox: -2

How did CCOc1cc(/C=C2\N=C(SC)SC2=O)cc([N+](=O)[O-])c1OC(C)=O do in these assays?
TNF necrop inh: -1.5; PPC-1+TRAIL kill: -21; RBBP9 inh: -1; CHOP inhibitor: 44; TRPN1 ag: -0.7; Wee1 degr inh: -1; TRPML3 agonist: -0.4; BaF3 tox: 0; Ba/F3 V617F tox: -5

Results for CCCC1C(=O)N(c2ccccc2)C1c1ccccc1 (configuration not stated) ?
TNF necrop inh: -1.3; PPC-1+TRAIL kill: 11; RBBP9 inh: -5; CHOP inhibitor: 38; TRPN1 ag: -3.1; Wee1 degr inh: -4; TRPML3 agonist: -1.9; BaF3 tox: -1; Ba/F3 V617F tox: -1

What do the screens show for `CN1CCN(CCC(=O)N/N=C/c2cc([N+](=O)[O-])ccc2O)CC1`?
TNF necrop inh: 0.8; PPC-1+TRAIL kill: 23; RBBP9 inh: -8; CHOP inhibitor: 49; TRPN1 ag: 0.6; Wee1 degr inh: 2; TRPML3 agonist: 0.7; BaF3 tox: 2; Ba/F3 V617F tox: -3

What do the screens show for `COc1ccc(NC(=O)N2CCN(C(=O)C(Cc3ccc(F)cc3)NC(C)=O)CC2)cc1` (configuration not stated)?
TNF necrop inh: 0.0; PPC-1+TRAIL kill: -11; RBBP9 inh: -8; CHOP inhibitor: -3; TRPN1 ag: 0.7; Wee1 degr inh: 4; TRPML3 agonist: 1.0; BaF3 tox: 4; Ba/F3 V617F tox: -2

How did O=C(O)CCCC(=O)N1CC(=O)Nc2ccccc21 do in these assays?
TNF necrop inh: 0.4; PPC-1+TRAIL kill: 15; RBBP9 inh: 2; CHOP inhibitor: 3; TRPN1 ag: 1.4; Wee1 degr inh: 9.1*; TRPML3 agonist: 0.8; BaF3 tox: 7; Ba/F3 V617F tox: 1

Screening data deposited in PubChem by several laboratories.
